Screens as filed in PubChem BioAssay.
Y pestis TopoI = blocks Yersinia pestis topoisomerase I activity | hit rate 0.064% among 360,000 | activity, % at 10 µM | Y. pestis Topo-I cleavage product accumulation, plate reader; in the data active = activity above about 50%, passing the limit was not always enough; also: inactives centre near 2
TcdB inh = inhibitors of Clostridioides difficile toxin B glycohydrolase. TcdB glycohydrolase enzymatic assay, plate reader. P18177. AID 652162. hit rate 0.24% among 350,000. inhibition, % at 9.99 µM; in the data active = inhibition above about 10%
Mtb BioA inh = inhibitors of Mycobacterium tuberculosis BioA enzyme. purified M. tuberculosis BioA enzyme, plate reader. inhibition, % at 9.99 µM. hit rate 0.096% among 360,000. AID 602481; in the data active = inhibition above about 40%
FBA Mtb inh = inhibitors of M. tuberculosis fructose-bisphosphate aldolase; purified M. tuberculosis FBA, fluorescence read-out; inhibition, % at 1 µM; hit rate 2.3% among 360,000; AID 588726; in the data active = inhibition above about 27%;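 also: 0% = vehicle and 100% = reference inhibitor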
Target sequence (P9WQA3 whole entry, looked up): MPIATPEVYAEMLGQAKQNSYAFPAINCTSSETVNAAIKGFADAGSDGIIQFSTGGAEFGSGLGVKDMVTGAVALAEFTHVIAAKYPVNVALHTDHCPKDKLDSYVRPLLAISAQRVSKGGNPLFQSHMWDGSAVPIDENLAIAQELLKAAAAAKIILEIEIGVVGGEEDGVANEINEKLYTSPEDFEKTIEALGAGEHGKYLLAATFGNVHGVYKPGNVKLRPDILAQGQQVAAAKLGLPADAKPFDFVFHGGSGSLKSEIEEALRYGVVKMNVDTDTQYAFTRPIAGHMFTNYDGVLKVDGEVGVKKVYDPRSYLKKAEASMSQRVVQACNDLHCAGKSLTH
Mtb UGM inh = blocks M. tuberculosis UGM enzyme | purified UGM, fluorescence polarization probe displacement | inhibition, % at 10 µM | hit rate 0.06% among 320,000 | AID 504406; in the data active = inhibition above about 10%, passing the limit was not always enough
Target sequence (P9WIQ1 whole entry, looked up): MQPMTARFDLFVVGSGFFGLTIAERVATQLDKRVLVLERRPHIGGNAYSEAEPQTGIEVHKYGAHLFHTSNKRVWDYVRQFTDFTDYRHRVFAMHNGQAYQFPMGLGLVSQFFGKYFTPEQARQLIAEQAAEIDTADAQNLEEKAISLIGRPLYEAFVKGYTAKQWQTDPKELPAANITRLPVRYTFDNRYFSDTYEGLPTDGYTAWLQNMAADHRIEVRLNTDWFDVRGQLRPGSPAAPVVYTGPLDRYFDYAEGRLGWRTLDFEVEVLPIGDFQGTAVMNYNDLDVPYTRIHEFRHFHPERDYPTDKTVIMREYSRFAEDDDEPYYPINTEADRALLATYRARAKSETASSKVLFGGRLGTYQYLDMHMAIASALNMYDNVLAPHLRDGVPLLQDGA
GDH-TPI inh = inhibits GDH-TPI coupling enzymes, artifact for Mtb FBA screen; hit rate 1.2% among 360,000; inhibition, % at 4.8 µM; AID 588335; GDH-TPI coupled enzyme counterscreen, NADH absorbance; in the data active = inhibition above about 30%;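 also: 0% = DMSO wells and 100% = wells lacking the enzyme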
FadD28 binding = inhibitors of Mycobacterium tuberculosis FadD28 bisubstrate binding | inhibition, % at 12.5 µM | hit rate 0.22% among 360,000 | FadD28 bisubstrate probe binding, fluorescence polarization | AID 588549; in the data active = inhibition above about 8.5%, passing the limit was not always enough
PfHsp40 rescue = compounds rescuing yeast from Plasmodium falciparum HSP40 toxicity; S. cerevisiae expressing PfHsp40, growth rescue, ATP luminescence; growth rescue, % at 12.5 µM; hit rate 0.68% among 340,000; in the data active = growth rescue above about 28%, passing the limit was not always enough;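 also: yeast W303a lacking pdr1 and pdr3 grown in galactose medium; growth measured after three days at 30 °C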
Vc quorum ag = induces V. cholerae light production without autoinducers. V. cholerae BH1578 lux reporter, luminescence, 6 h. activation, % at 18.7 µM. hit rate 0.16% among 350,000; in the data active = activation mostly above about 9.7%, no sharp cut-off; also: not every result past the cut was called active; inactives centre near 0; reference of the scale not given here
Active calls of the source: *; i = inactive; . = no result given.

molecule | PfHsp40 rescue | TcdB inh | Mtb BioA inh | Vc quorum ag | FadD28 binding | Mtb UGM inh | Y pestis TopoI | FBA Mtb inh | GDH-TPI inh
CC(C)c1nc(SCC(=O)Nc2nccs2)c2ccccc2n1 | 0.0 | -14 | -4.9 | 0.0 | . | 1.6 | -7 | 5 | 7
COc1ccccc1Nc1nc(N)nc(CN2CCC(Cc3ccccc3)CC2)n1 | -0.6 | . | 0.6 | -0.2 | 1.2 | 0.2 | 25 | -1 | -5
CCSC1=NC2(CCCCC2)Nc2sc3c(c21)CCCC3 | -1.0 | . | -0.2 | i | 0.4 | -2.5 | 3 | 4 | 12
CCN(CC(=O)Nc1ccc(NC(C)=O)cc1)C(=O)c1cc(CN2C(=O)c3ccccc3C2=O)ccc1OC | 0.0 | 0.7 | 2.0 | i | -2.7 | 0.7 | 2 | 0 | -1
CCC1(C)Cc2ccccc2-c2nc3n(c(=O)c21)CC(C(=O)O)S3 (stereo unspecified) | 0.7 | . | 1.2 | 0.5 | -1.1 | 0.5 | -6 | 39* | 2
CCn1c(SCC(=O)NCC2CCCO2)nnc1-c1ccccc1OC (stereo unspecified) | -0.7 | 0.9 | . | i | -4.4 | -1.4 | 6 | -2 | -4
Cc1ccc(C)c(OCc2cc(C(=O)N3CCN(c4ccccc4)CC3)no2)c1 | 2.0 | 2.2 | -1.4 | i | -1.3 | 0.2 | 42 | 3 | 4
CCCN1CCN(C(=O)c2cc(COc3ccc(F)cc3F)on2)CC1 | 0.3 | 1.1 | -3.3 | -0.4 | . | 2.5 | 2 | 4 | -1
O=C(CN1CCC(C(=O)c2ccc(F)cc2)CC1)Nc1ccc(F)cc1 | 0.6 | . | -1.3 | i | -4.3 | 3.1 | 12 | 0 | -5
N#CCC(=N)N1CCN(c2ccccc2Cl)CC1 | -0.8 | . | . | i | -4.2 | 0.2 | -2 | 2 | 1
CCn1c(SCC(=O)Nc2ccc3c(c2)oc2ccccc23)nnc1-c1ccc(N)cc1 | 3.9 | . | -1.5 | -0.4 | -2.3 | 0.0 | -1 | 2 | 10
Clc1ccc(-c2cc3ccccc3nc2N2CCCC2)cc1 | 0.6 | . | -1.9 | i | -1.5 | 2.7 | 12 | 7 | 2

The last 7 compounds of the section above open the next one:
molecule | PfHsp40 rescue | TcdB inh | Mtb BioA inh | Vc quorum ag | FadD28 binding | Mtb UGM inh | Y pestis TopoI | FBA Mtb inh | GDH-TPI inh
CCn1c(SCC(=O)NCC2CCCO2)nnc1-c1ccccc1OC (stereo unspecified) | -0.7 | 0.9 | . | i | -4.4 | -1.4 | 6 | -2 | -4
Cc1ccc(C)c(OCc2cc(C(=O)N3CCN(c4ccccc4)CC3)no2)c1 | 2.0 | 2.2 | -1.4 | i | -1.3 | 0.2 | 42 | 3 | 4
CCCN1CCN(C(=O)c2cc(COc3ccc(F)cc3F)on2)CC1 | 0.3 | 1.1 | -3.3 | -0.4 | . | 2.5 | 2 | 4 | -1
O=C(CN1CCC(C(=O)c2ccc(F)cc2)CC1)Nc1ccc(F)cc1 | 0.6 | . | -1.3 | i | -4.3 | 3.1 | 12 | 0 | -5
N#CCC(=N)N1CCN(c2ccccc2Cl)CC1 | -0.8 | . | . | i | -4.2 | 0.2 | -2 | 2 | 1
CCn1c(SCC(=O)Nc2ccc3c(c2)oc2ccccc23)nnc1-c1ccc(N)cc1 | 3.9 | . | -1.5 | -0.4 | -2.3 | 0.0 | -1 | 2 | 10
Clc1ccc(-c2cc3ccccc3nc2N2CCCC2)cc1 | 0.6 | . | -1.9 | i | -1.5 | 2.7 | 12 | 7 | 2
O=C(C[C@H]1C/C=C\C[C@@H](Cc2ccc(F)cc2)C(=O)O[C@@H](c2ccccc2)CNC1=O)N[C@@H](CO)Cc1ccccc1 | 0.4 | -11 | 1.0 | 0.8 | -2.7 | 4.4 | 20 | -1 | -3
O=c1c2ccccc2nc2n1CC/C2=C\N1CCN(c2ccc([N+](=O)[O-])cc2)CC1 | 2.8 | 0.7 | 11 | -2.0 | -2.9 | -2.2 | 2 | -7 | 15
CC(C)CSc1nnc(N)s1 | -0.2 | . | 0.7 | i | -1.4 | -1.4 | 3 | 4 | 6
CC(C)Oc1cccc(C(=O)NC(=S)Nc2ccccc2)c1 | 1.6 | . | . | -0.2 | -1.6 | 1.0 | 14 | 0 | -9
O=C(c1nn(Cc2ccccc2)c(=O)c2ccccc12)N1CCc2ccccc2C1 | 2.6 | . | -5.5 | . | -0.8 | -0.4 | 37 | 0 | 10
COc1ccc2c(C)cc(SCC(=O)NC3CCCCC3)nc2c1 | -0.3 | 2.8 | 9.0 | -4.3 | -1.7 | 0.0 | 0 | 2 | 24
CC(C)(C)c1ccc(C(=O)NCCC(=O)NC2=NCCS2)cc1 | 0.1 | -0.5 | -1.8 | -2.6 | . | 2.1 | -4 | 0 | 8
CC(C)(C)c1ccc(OC(=O)c2ccccc2)cc1 | -1.2 | 1.2 | -2.2 | 11 | 0.2 | 0.5 | 3 | 3 | 4
CC1CC(C)CN(C(=O)CN2CCN(Cc3ccc(Cl)cc3)C2=O)C1 (stereo unspecified) | 1.2 | . | 0.4 | 9.1 | -1.5 | 1.9 | 33 | 2 | -9
CC(=O)c1sc(NC(=O)COc2ccccc2)nc1C | 0.3 | 0.5 | 0.5 | -0.4 | -0.3 | -0.1 | 3 | -2 | 10
CCN(CC)S(=O)(=O)c1cc(C(=O)Nc2ccc(Cl)cn2)ccc1C | -0.5 | . | 0.3 | -0.4 | -2.6 | -3.8 | -1 | 2 | -5
COc1ccc(C(=O)c2c(N)sc3c2CCN(C)C3)cc1 | 1.6 | 0.1 | -2.3 | -2.6 | -1.3 | -0.6 | 8 | 4 | 17
COCCc1ncc(CN2CCC(C(=O)Nc3cccc(-c4cscn4)c3)CC2)cn1 | -0.3 | -0.6 | -0.8 | -0.5 | 1.2 | -1.1 | 1 | 1 | -1
CCCNC(=O)c1cc(C2CCCCN2S(=O)(=O)Cc2cccc(C(F)(F)F)c2)on1 (stereo unspecified) | . | 0.1 | -1.2 | -0.1 | -2.5 | . | 20 | -2 | 9
S=C(NCCc1ccccc1)NCCc1cnc[nH]1 | -1.9 | 0.1 | 1.4 | -1.7 | -2.5 | -2.3 | 2 | 2 | 8
COCc1c(C(=O)N/N=C(/C)c2cccs2)nnn1-c1nonc1N | -1.2 | -0.9 | -2.6 | -0.4 | 0.3 | 1.0 | -1 | 1 | -1
Cc1cc(NS(=O)(=O)c2ccc(NC(=O)CSc3nnc(-c4ccco4)n3C)cc2)nc(C)n1 | 1.1 | 0.3 | . | -0.4 | -0.7 | 1.0 | 0 | -1 | 2
CCc1ccc(OCC(=O)NCCOc2ccccc2)cc1 | 0.3 | . | -2.5 | i | -1.5 | 2.6 | 1 | 2 | 15
CCCC[n+]1ccn(-c2nc3ccccc3nc2[N-]S(=O)(=O)c2ccc(Br)cc2)c1 | -0.2 | 0.6 | -1.0 | -0.9 | -2.1 | 0.9 | 2 | 11 | 4
COc1ccc(S(=O)(=O)NC(C)c2ccccc2)cc1C(=O)N1CCCCC1 (stereo unspecified) | 1.7 | 3.6 | 0.7 | . | 0.1 | -0.7 | 8 | 2 | 4
CCSc1nc2ccccc2n1C(=O)/C=C\c1ccc(OC)c(OC)c1 | 2.1 | . | 0.3 | -1.3 | -1.0 | -0.7 | 5 | 2 | 24
Cn1c(SCc2ccccc2)nc2ccsc2c1=O | 1.8 | 0.0 | . | -0.2 | -3.0 | -1.3 | 27 | -2 | -7
CCOC(=O)c1sc(NC(=O)CSc2nc3cccnc3n2C)nc1C | -0.7 | 0.7 | -0.2 | -0.3 | -3.9 | 1.6 | 0 | -2 | 2
Cc1cc(=O)oc2cc(NC(=O)c3cccc(S(=O)(=O)N(C)C)c3)ccc12 | 0.8 | 0.4 | -1.0 | -0.3 | -4.7 | 0.8 | -11 | 4 | -7
CCOc1ncccc1C(=O)OCc1ccc(C(=O)OC)o1 | -1.6 | . | 1.7 | i | -9.6 | 1.6 | 2 | 4 | 4
CCOc1ccc(NS(=O)(=O)c2ccc3c(c2)N(C(C)=O)CCO3)cc1 | -0.1 | -1.8 | -0.9 | i | -0.7 | 1.3 | -5 | 3 | 9
CC(C(=O)Nc1cc([N+](=O)[O-])ccc1Cl)N1CCN(c2ccc(O)cc2)CC1 (stereo unspecified) | 0.3 | . | . | -0.2 | -0.7 | 1.6 | -3 | 3 | 8
CCOc1cc2c(cc1OCC)-n1cccc1C(c1ccccc1OC)NC2 (stereo unspecified) | 1.1 | -1.1 | -0.7 | -0.6 | . | -0.7 | -7 | -1 | -7
O=C(NCCc1ccccc1)C1CCN(C(=O)c2ccc(F)cc2)CC1 | -0.3 | 1.3 | 1.2 | 0.3 | -4.6 | 0.4 | 2 | 1 | -7
C[C@H](NC(=O)c1ccco1)C(=O)Nc1ccc(S(=O)(=O)N2CCCC2)cc1 | 0.6 | . | -2.7 | 14 | -1.5 | -2.0 | -1 | -7 | 15
COc1ccccc1CNC(=O)C1CC(c2ccccc2F)=NO1 (stereo unspecified) | 0.0 | 1.2 | -0.6 | -0.6 | -4.1 | 0.6 | 0 | -1 | -5
CCc1nnc(NC(=O)c2cc(Cl)ccn2)s1 | 4.8 | 0.9 | 0.4 | -8.8 | -0.7 | 0.7 | 1 | 2 | 1
Cn1cc(C(=O)c2ccc(Cl)cc2Cl)cc1C=O | 0.0 | 0.4 | . | -0.3 | -0.5 | 3.1 | -6 | 0 | 3
O=C(C1CC1)N1N=C(c2ccc(F)cc2)CC1(O)C(F)(F)F (stereo unspecified) | -1.5 | 0.7 | 3.3 | -0.8 | -0.5 | -0.2 | -10 | 3 | 9
C=CCOC(=O)C(C#N)c1nc2ccccc2nc1N1CCN(Cc2ccc3c(c2)OCO3)CC1 (stereo unspecified) | -0.3 | . | -0.7 | -0.3 | -1.8 | 4.2 | 36 | 1 | 15
CCOC(=S)SCC(=O)Nc1nccs1 | 0.4 | 0.5 | . | i | -4.2 | -1.8 | -2 | 0 | 2
O=C(Nc1cc(S(=O)(=O)N2CCOCC2)ccc1N1CCCC1)C1CC1 | -0.3 | 1.1 | 1.3 | -0.4 | -0.6 | 0.6 | 8 | -1 | 4
COc1ccccc1NC(=O)Cc1nnc(SCC(=O)Nc2ccc(F)cc2F)n1C | 0.1 | 0.3 | 1.7 | -0.3 | -1.8 | -3.4 | 1 | 1 | -6
Cc1ccc(S(=O)(=O)N2CCN(CC(=O)N/N=C/c3cc([N+](=O)[O-])ccc3Cl)CC2)cc1 | -0.1 | . | . | -0.3 | -1.5 | -1.4 | 0 | 2 | 3
Cc1onc(-c2c(F)cccc2Cl)c1C(=O)Nc1ccc(Cl)c(S(=O)(=O)N(C)C)c1 | 1.0 | -2.7 | . | 2.5 | -3.1 | -2.3 | 9 | -1 | -4
CCOc1ccc(N/C(=N/c2nc(C)cc(C)n2)NC(C)=O)cc1 | 0.9 | 1.4 | 0.1 | -0.2 | -2.8 | 2.0 | 6 | 0 | 16
Cn1c(/C=C/c2ccccc2)nc2ccccc21 | -4.0 | 5.7 | . | -0.3 | -1.9 | 0.4 | 7 | 48* | 28
CCOC(=O)c1cnn(Cc2cccc(Cl)c2)c1C | 0.4 | -0.3 | . | -0.3 | -4.1 | -0.1 | -7 | 1 | -5
O=C(NC1CC1)c1sc2cc(Cl)ccc2c1Cl | 0.3 | 3.3 | -3.9 | i | 1.1 | -4.4 | -7 | 8 | 5
COCCN(CC(=O)Nc1cccc(C)c1C)C(=O)c1cc2c(s1)CCC2 | -0.7 | 1.5 | -0.3 | -0.3 | -1.4 | -6.0 | 15 | -2 | 7
COc1ccccc1NC(=O)c1ccc(NC(=O)C2COc3ccccc3O2)cc1 (stereo unspecified) | 0.6 | 1.0 | 2.1 | -0.2 | -3.4 | 0.2 | 18 | 3 | 3
